MITF TRPM1 HTS: increases MITF-driven TRPM1 promoter luciferase signal | activation, % at 12.5 µM | SK-MEL-5 TRPM1-promoter luciferase, 24 h; % of positive control, neutral wells = 0 | actives 0.75% (n = 300,000);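 active = mean activation of at least 80% with every replicate also reaching 80%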;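 note: 0% = neutral control wells and 100% = parthenolide positive control wells; values of inactives mirror those of a sister screen read the other way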
SR-BI DiI-HDL act: SR-BI HDL lipid transfer activation; CHO ldlA[mSR-BI] cells, DiI-HDL uptake fluorescence, 3 h; 100 = double the neutral-control signal; AID 504775; activation, % at 12.5 µM; actives 0.096% (n = 320,000);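 active = mean replicate activation of at least 60% and every replicate at or above 60%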;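 note: 0% = median plate neutral-control signal and 100% = twice that signal; values of inactives mirror those of a sister screen read the other way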
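Material: SR-BI-overexpressing, LDLR-lacking CHO cells; schedule: compound exposure 3 h, 37 °C; reagent: DiI-labelled HDL at 10 µg/mL final; technique: bottom-read fluorescence, 550/595 nm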
CDK5 p35 inh: inhibitors of human CDK5/p35 kinase; inhibition, % at 10 µM; AID 488839; actives 0.01% (n = 330,000); Recombinant CDK5/p35, ADP-Glo luminescence, 60 min;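 active = highest replicate inhibition of at least 50% and at least 75% of replicates reaching 50%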;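 note: plate controls were DMSO neutral control for no effect and GW8510 at 10 µM for full effect; many of its hits are not listed in these tables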
SR-BI HDL uptake: blocks mouse SR-BI lipid uptake from DiI-HDL; Q61009; ldlA[mSR-BI] CHO cells, DiI-HDL uptake fluorescence, 3 h; inhibition, % at 12.5 µM; actives 0.96% (n = 320,000); AID 488896;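 active = mean replicate inhibition of at least 70% and a set share of replicates each scoring 70 or more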;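 note: 0% = median of neutral control wells and 100% = median of positive control wells; values of inactives mirror those of a sister screen read the other way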
Arrestin-AP2 inh: human beta-arrestin and AP2 interaction inhibition | FITC-arrestin peptide / GST-AP2 beads, flow cytometry; AP2 beta2 appendage carries R879A mutation | inhibition, % at 10 µM | actives 0.31% (n = 340,000);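 active = inhibition above a set limit, near 3 SD of compounds lacking own fluorescence, cut at about 54% in these data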;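 note: plate controls were DMSO wells for no effect and 5 µM unlabelled arrestin peptide for full effect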
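System: GST-AP2 R879A glutathione beads | Also added: FITC-arrestin peptide, 50 nM | Times: 12 min plus 1 h, RT | Signal: Bead flow cytometry, FITC channel | Buffer or medium: PBS with 0.05% Tween 20 and 0.1% BSA | Read-out basis: Percent drop in bead-associated FITC signal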
PKA-R2B act: PKA-R2B complex activation; PKA-R2B holoenzyme dissociation, Cy5-IP20 fluorescence polarization; R2B truncated from residue 108, S112A mutant; 0% DMSO only, 100% 113 µM cGMP; P22694+P31323; actives 0.079% (n = 340,000); activation, % at 11.4 µM;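 active = activation above a cutoff set at the mean over all compounds plus 3 SD, cut at about 18% in these data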;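 note: higher means more holoenzyme dissociation and a rise in polarization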
Pemphigus Ab inh: blocks pemphigus antibody binding to human desmoglein-3. DSG3-coupled beads, scFv-anti-DSG3-GFP binding, flow cytometry; stronger effect = lower value. P32926. AID 588358. binding (percent of control), % at 10 µM. actives 0.48% (n = 310,000);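 active = binding more than 3 SD below its plate's average and above zero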;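 note: hits lower antibody fragment binding to DSG3; some compounds called inactive have numbers as strong as hits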
NSD2 inh: blocks human histone methyltransferase NSD2 | O96028 | NSD2 peptide methylation, AlphaScreen, 120 min | inhibition, % at 12.5 µM | actives 0.54% (n = 310,000); in the data active = inhibition above about 50%
Target sequence (O96028 whole entry, looked up): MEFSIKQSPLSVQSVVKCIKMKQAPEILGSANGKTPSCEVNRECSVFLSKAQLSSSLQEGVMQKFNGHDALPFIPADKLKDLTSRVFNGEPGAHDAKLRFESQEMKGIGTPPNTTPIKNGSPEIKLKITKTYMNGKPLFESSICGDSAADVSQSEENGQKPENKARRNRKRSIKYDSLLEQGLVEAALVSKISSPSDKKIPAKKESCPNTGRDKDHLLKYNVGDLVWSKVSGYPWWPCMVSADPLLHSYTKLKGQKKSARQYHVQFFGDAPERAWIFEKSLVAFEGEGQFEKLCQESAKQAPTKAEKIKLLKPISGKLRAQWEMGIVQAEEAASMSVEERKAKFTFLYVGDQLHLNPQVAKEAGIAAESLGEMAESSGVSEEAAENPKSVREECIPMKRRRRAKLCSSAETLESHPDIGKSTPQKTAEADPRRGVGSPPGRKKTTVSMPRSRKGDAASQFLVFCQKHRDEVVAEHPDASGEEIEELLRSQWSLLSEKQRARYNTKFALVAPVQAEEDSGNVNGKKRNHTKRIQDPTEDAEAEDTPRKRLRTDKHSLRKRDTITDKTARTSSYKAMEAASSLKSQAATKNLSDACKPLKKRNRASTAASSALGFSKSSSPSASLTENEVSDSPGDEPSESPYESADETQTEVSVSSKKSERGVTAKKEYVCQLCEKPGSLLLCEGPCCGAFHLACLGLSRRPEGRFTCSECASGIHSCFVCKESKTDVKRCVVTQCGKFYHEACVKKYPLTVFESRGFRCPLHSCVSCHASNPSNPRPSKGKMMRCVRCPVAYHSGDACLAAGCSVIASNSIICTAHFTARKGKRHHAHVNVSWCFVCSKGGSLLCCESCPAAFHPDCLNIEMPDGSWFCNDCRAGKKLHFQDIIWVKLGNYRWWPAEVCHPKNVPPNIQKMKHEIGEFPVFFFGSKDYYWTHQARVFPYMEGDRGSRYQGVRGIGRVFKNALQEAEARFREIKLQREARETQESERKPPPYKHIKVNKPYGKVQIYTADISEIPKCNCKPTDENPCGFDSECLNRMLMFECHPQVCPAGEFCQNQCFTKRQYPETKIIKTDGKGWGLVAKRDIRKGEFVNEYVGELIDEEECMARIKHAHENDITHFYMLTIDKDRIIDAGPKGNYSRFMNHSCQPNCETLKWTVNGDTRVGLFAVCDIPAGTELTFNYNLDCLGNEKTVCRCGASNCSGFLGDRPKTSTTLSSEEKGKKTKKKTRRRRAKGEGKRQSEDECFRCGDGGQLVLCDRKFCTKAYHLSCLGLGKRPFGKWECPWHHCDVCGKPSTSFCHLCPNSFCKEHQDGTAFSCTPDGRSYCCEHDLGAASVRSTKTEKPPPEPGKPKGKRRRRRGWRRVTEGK
Mot1-301 SUMO: SUMOylation pathway inhibition by Mot1-301 growth rescue | growth rescue, % at 18.8 µM | actives 1% (n = 320,000) | S. cerevisiae Mot1-301 growth rescue, ATP luminescence, 38.5C; percent above DMSO median, 100 means doubled;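 active = every valid replicate shows activation above 250% relative to neutral control wells; inactive = the rest, any valid replicate at or below 250%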;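 note: OY570 slx delta 5 strain wells were the positive control but not used for scaling; some compounds called inactive have numbers as strong as hits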
PKA-R1A act: PKA-R1A complex activation | P00514+P68181 | AID 504707 | PKA-R1A dissociation, Cy5-IP20 fluorescence polarization; scaled: DMSO 0%, 113 µM cGMP 100% | activation, % at 11.4 µM | actives 0.083% (n = 340,000);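 active = percent activation above the mean of all tested compounds plus 3 SD, cut at about 19% in these data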;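 note: higher means more PKAc released from R1A so a rise in polarization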
dFosB act: enhances mouse delta FosB homodimer DNA binding. P13346. purified delta FosB, TAMRA-CDK5 oligo fluorescence polarization; percent of positive-control signal above neutral wells. activation, % at 25 µM. actives 0.99% (n = 340,000);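 active = mean activation above about 17%, with every replicate also reaching it, limit read from the data, passing the limit was not always enough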;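 note: fluorescence polarization rise as delta FosB binds a TAMRA Cdk5 AP-1 oligo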
* = called active by the depositor; / = no result given.

SMILES	MITF TRPM1 HTS	SR-BI DiI-HDL act	CDK5 p35 inh	SR-BI HDL uptake	Arrestin-AP2 inh	PKA-R2B act	Pemphigus Ab inh	NSD2 inh	Mot1-301 SUMO	PKA-R1A act	dFosB act
Nc1c(NCc2ccccc2)c(=O)c1=O	/	13	-0.9	-13	-2	/	95	-2	-1	/	3
O=C(CSc1nc2ccccc2c(=O)n1CCCO)NC1CC1	3	32	-0.4	-32	6	1	101	-4	4	1	-6
O=C(COC(=O)c1n[nH]c(=O)c2ccccc12)c1ccccc1	2	11	-1.7	-11	2	-3	106	1	200	2	6
O=C(C[n+]1cc(Br)cc2ccccc21)c1ccccc1	/	-9	-0.7	9	-6	2	145	4	3	-6	4
C=CCN1C(=NC(=O)CCC(=O)O)SC2CS(=O)(=O)CC21 (centres undefined)	9	28	1.9	-28	6	-1	97	4	-7	-11	6
Cc1ccc(S(=O)(=O)NCC2NCCc3ccccc32)cc1 (centres undefined)	8	7	-3.1	-7	5	-7	102	2	-5	-9	-14
CSc1ccc(C2CC(=O)Nc3nc(SC)[nH]c(=O)c32)cc1 (centres undefined)	10	18	-3.1	-18	-2	-14	97	-1	-20	1	0
Cc1ccc(CNC(=O)Nc2cccs2)cc1	37	21	2.5	-21	2	-11	104	-4	-8	-7	4
CCC(C)(C)n1nnnc1C(c1ccc(O)c(OC)c1)N1CCN(c2nc3ccccc3s2)CC1 (centres undefined)	-7	-15	1.3	15	4	-6	85	2	9	-2	-8
Cn1cccc1C(=O)NC(=O)CSc1nc2ccccc2s1	/	-16	-1.1	16	3	-14	116	1	276	-4	-14
Cc1ccc(C(=O)c2cc(C)sc2N)cc1	7	-10	2.4	10	2	4	88	6	40	-6	-1
COc1cc(C2OC(c3cc(OC)c(OC)c(OC)c3)C(C)C2C)cc(OC)c1OC (centres undefined)	-11	-5	-0.4	5	-3	-8	101	/	-11	1	-3
C=CCn1c(O)c(N=NC(=O)CNC(=O)c2ccco2)c2ccccc21	-23	33	1.1	-33	2	-4	106	1	622	-3	-8
Cc1ccc(Sc2nnc(Cc3ccccc3)c3ccccc23)cc1	-11	6	-0.6	-6	-6	6	125	-3	-5	-1	-20
CC(=O)Oc1ccc(N2C(=O)[C@@H]3[C@H](C2=O)[C@H]2c4ccccc4C=NN2[C@@H]3C(C)=O)cc1	/	2	-1.4	-2	-3	-1	/	/	7	-13	-11
Cc1noc(C)c1C(=O)Nc1sccc1C(N)=O	-1	3	0.0	-3	23	-6	108	-4	-13	-4	-8
O=C(NCCCN1CCOCC1)C(C(=O)c1ccccc1)n1ccccc1=O (centres undefined)	-17	11	-0.7	-11	-3	0	107	-5	19	-6	2
Cc1ccc(/C=N/NC(=O)c2cccnc2)o1	10	-9	-1.8	9	-3	-6	103	2	-21	-12	-10
O=C(COC(=O)Cc1cn2ccsc2n1)NCc1ccc2c(c1)OCO2	/	6	-2.2	-6	-1	5	80	-2	11	-10	4
COCCN1CCn2c(nc3cc([N+](=O)[O-])ccc32)C1	-6	/	-0.7	/	-5	-5	107	-2	0	6	-4
CCN(CC)S(=O)(=O)c1cc(NC(=O)CNc2c(C)n(C)n(-c3ccccc3)c2=O)ccc1C	-1	8	-1.6	-8	26	6	107	3	-6	1	-7
CCCCN1C(=O)Cc2c1nc(N)c1c(N)nc(N(CCC)CCC)c(C#N)c21	-30	-68	1.8	68	-9	-2	/	18	13	6	-13
CCCCn1c(CCl)nc2cc(S(=O)(=O)N3CCOCC3)ccc21	-50	3	-2.2	-3	-5	-11	91	-1	-12	-11	-10
O=C(NCCCn1ccnc1)c1noc2c1CCCC2	-12	23	-2.0	-23	2	-12	95	-2	-7	13	-4
CN1CCN(c2ccccc2NC(=O)Cc2cn(C)c3ccccc23)CC1	-2	5	-6.7	-5	2	1	109	/	-7	6	-5
CC1(C)Cc2c(sc3[nH]c(=O)n(CC(=O)NCC4CCCO4)c(=O)c23)CO1 (centres undefined)	0	25	-3.2	-25	-5	13	103	0	-7	-2	-12
CC(C)OC(=O)c1nnc(-c2ccccc2)nc1OC(C)C	-19	-14	-1.2	14	-1	2	96	-1	28	5	-1
CCOC(=O)c1cnc2[nH]c3ccccc3n2c1=O	37	-11	-2.5	11	42	3	107	4	33	-5	-6
Cn1cnnc1Sc1cc(N2CCN(S(=O)(=O)c3ccc(Cl)c(Cl)c3)CC2)ccc1[N+](=O)[O-]	-26	-60	-0.1	60	-25	-2	89	2	-12	6	-4
Cc1cc2c(=O)n(C)c(SCC(=O)c3cc4ccccc4o3)nc2s1	-7	7	-0.9	-7	-10	-6	102	/	19	8	-10
CSc1ccccc1NC(=O)CN1CC(C)OC(C)C1 (centres undefined)	1	30	-1.0	-30	35	-2	102	0	/	-5	2
O=C(O)/C=C/C(=O)OC1CC2CCC1C2 (centres undefined)	12	/	0.1	/	6	-8	98	2	0	-9	-3
Cc1cccc(NC2=C(Cl)C(=O)OC2NC(=O)c2ccccc2)c1 (centres undefined)	-7	-4	2.1	4	-11	-4	96	1	-8	-12	-5
CC(C)N(C(=O)CN1CCN(S(=O)(=O)c2ccc(Br)s2)CC1)C(C)C	13	28	-9.8	-28	-7	2	/	-1	24	-11	-7
CC1CN(C(=O)c2ccccc2)c2ccccc2NC1=O (centres undefined)	-3	20	-0.8	-20	-4	6	102	-1	16	1	-2
CCS(=O)(=O)N1Cc2ccccc2CC1C(=O)Nc1nc2ccccc2[nH]1 (centres undefined)	/	-4	-3.1	4	-2	-6	/	-1	-5	-7	-11
COc1ccccc1-n1nc(C(=O)Nc2ccc3c(c2)OCO3)c2ccccc2c1=O	7	-5	0.4	5	7	-2	/	-1	10	0	24*
Cc1ccc(C#CC[N+](C)(C)CC#Cc2ccccc2)cc1	-5	5	-0.1	-5	-8	-7	104	7	-7	-4	-6
Cn1c(C(=O)OC(C(=O)NC2CCCC2)c2ccncc2)cc2sccc21 (centres undefined)	2	-30	-1.1	30	8	-5	101	1	-17	-2	-14
COc1cccc(CNC(=O)COC(=O)c2ccc(Cl)s2)c1	-5	-1	-5.2	1	5	-3	98	-2	12	-4	0
CCOC(=O)CNc1ccc(OC(F)(F)F)cc1	1	25	0.3	-25	10	6	110	-5	2	1	5
O=C(Nc1ccc2nn(-c3ccccc3)nc2c1)c1ccc(Br)o1	34	-22	-2.0	22	1	-4	98	/	-10	2	-8
Cc1ccc2[nH]c(=O)c(CN(CCCN3CCOCC3)C(=O)Nc3ccc(Cl)cc3)cc2c1	8	-5	0.8	5	38	-9	103	-2	6	4	-5
CCC1(C)C2(C#N)C(N)=NC(OC)(OC)C12C#N (centres undefined)	-3	28	1.0	-28	-6	9	110	/	4	8	-1
Cn1ccsc1=NC(=O)c1ccc([N+](=O)[O-])o1	-43	7	-0.2	-7	-10	-5	102	4	2	0	-1
Cc1ccc(S(=O)(=O)Nc2ccccc2CNc2ncc(Br)cc2Br)cc1	0	-6	-0.4	6	-3	2	86	1	4	-10	-1
O=C(CSc1ccsc1[N+](=O)[O-])NCCc1ccc(Cl)cc1	-3	16	0.2	-16	-1	-7	101	-1	-3	-2	2
O=C(ONC1=NCCCCC1)c1cccc([N+](=O)[O-])c1	-6	-2	2.4	2	13	-5	105	-4	18	7	2
N#Cc1ccc(C(=O)OCC(=O)NC(=O)NC2CCCCC2)cc1	12	14	0.5	-14	-4	-4	101	-2	/	12	-9
COc1ccc(CCNC(=O)COC(=O)c2ccc([N+](=O)[O-])o2)cc1	-14	10	1.4	-10	-8	6	103	15	-4	-5	1
CC(C)C[C@H](NC(=O)OC(C)(C)C)C(=O)N[C@@H](CO)[C@H](O)[C@@H]1C[C@@H]1C(=O)NC1CC1	-1	19	0.3	-19	-10	1	103	/	23	-3	-4
Cc1c(C)c2c(OCC(=O)NCC(=O)NCC(=O)O)cc3c(c2oc1=O)CCC(C)(C)O3	-14	-15	0.7	15	-11	-2	98	0	-7	-16	0
CN(C)Cc1nc2ccccc2c(=O)n1Cc1nc(C(C)(C)C)cs1	-21	26	-0.5	-26	-8	2	79	-34	-9	0	-9
Cc1ccc(SCc2ccc(C(=O)Nc3ccccc3Br)cc2)cc1	12	22	-0.9	-22	-14	1	98	7	-1	-9	-1
Cc1cccc(Sc2c([N+](=O)[O-])ncn2C)n1	/	-8	1.6	8	13	7	95	2	-10	-9	7
CC(C)CCN1CCN(Cc2cccn2-c2nccs2)CC1CCO (centres undefined)	2	22	-0.3	-22	21	4	102	1	179	-2	-4
CCOc1ccccc1C(=O)NCCc1cnc[nH]1	-1	26	2.2	-26	3	5	98	-4	-8	-6	1
Cc1c(Br)c([N+](=O)[O-])nn1CC(=O)Nc1ccccn1	-3	/	-0.6	/	21	-2	86	-4	60	-12	-2
Cc1ccc(NC(=S)c2ccccc2)cc1	82*	1	0.6	-1	-6	-6	101	3	324*	10	8
Cc1ccc(C(=O)Nc2ccc3c(c2)OCO3)cc1	3	12	2.7	-12	1	-16	87	/	74	-2	-4
COCCN(C(=S)Nc1ccc(C)cc1)C(C)c1cccnc1 (centres undefined)	0	/	-0.3	/	4	-9	90	-1	6	-5	-6
O=C(NCc1ccc(F)cc1)C1Cc2ccccc2CN1C(=O)c1ccco1 (centres undefined)	-5	20	0.2	-20	3	1	100	-2	109	-2	-3
CC(=O)NCCc1nc2cc(NC(=O)c3ccccc3Cl)ccc2n1C	36	-4	-0.8	4	5	3	93	-3	4	7	3

Some of the entries so far, as a markdown table.
| SMILES | MITF TRPM1 HTS | SR-BI DiI-HDL act | CDK5 p35 inh | SR-BI HDL uptake | Arrestin-AP2 inh | PKA-R2B act | Pemphigus Ab inh | NSD2 inh | Mot1-301 SUMO | PKA-R1A act | dFosB act |
| --- | --- | --- | --- | --- | --- | --- | --- | --- | --- | --- | --- |
| N#Cc1ccc(C(=O)OCC(=O)NC(=O)NC2CCCCC2)cc1 | 12 | 14 | 0.5 | -14 | -4 | -4 | 101 | -2 | / | 12 | -9 |
| COc1ccc(CCNC(=O)COC(=O)c2ccc([N+](=O)[O-])o2)cc1 | -14 | 10 | 1.4 | -10 | -8 | 6 | 103 | 15 | -4 | -5 | 1 |
| CC(C)C[C@H](NC(=O)OC(C)(C)C)C(=O)N[C@@H](CO)[C@H](O)[C@@H]1C[C@@H]1C(=O)NC1CC1 | -1 | 19 | 0.3 | -19 | -10 | 1 | 103 | / | 23 | -3 | -4 |

Screens (PubChem)
